High-throughput results from PubChem BioAssay.
PKA-R2B activ: activates the human PKA-R2B holoenzyme complex | AID 504700 | activation, % at 11.4 µM | 340,000 compounds, 0.079% hits | PKA-R2B holoenzyme dissociation, Cy5-IP20 fluorescence polarization; R2B truncated from residue 108, S112A mutant; 0% DMSO only, 100% 113 µM cGMP;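 active means activation above a cutoff set at the mean over all compounds plus 3 SD, cut at about 18% in these data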;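 further: higher means more holoenzyme dissociation and a rise in polarization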
NSD2 inh: NSD2 (human) methyltransferase inhibition; O96028; NSD2 peptide methylation, AlphaScreen, 120 min; inhibition, % at 12.5 µM; 310,000 compounds, 0.54% hits; in the data active means inhibition above about 50%
Target sequence (O96028 whole entry, looked up): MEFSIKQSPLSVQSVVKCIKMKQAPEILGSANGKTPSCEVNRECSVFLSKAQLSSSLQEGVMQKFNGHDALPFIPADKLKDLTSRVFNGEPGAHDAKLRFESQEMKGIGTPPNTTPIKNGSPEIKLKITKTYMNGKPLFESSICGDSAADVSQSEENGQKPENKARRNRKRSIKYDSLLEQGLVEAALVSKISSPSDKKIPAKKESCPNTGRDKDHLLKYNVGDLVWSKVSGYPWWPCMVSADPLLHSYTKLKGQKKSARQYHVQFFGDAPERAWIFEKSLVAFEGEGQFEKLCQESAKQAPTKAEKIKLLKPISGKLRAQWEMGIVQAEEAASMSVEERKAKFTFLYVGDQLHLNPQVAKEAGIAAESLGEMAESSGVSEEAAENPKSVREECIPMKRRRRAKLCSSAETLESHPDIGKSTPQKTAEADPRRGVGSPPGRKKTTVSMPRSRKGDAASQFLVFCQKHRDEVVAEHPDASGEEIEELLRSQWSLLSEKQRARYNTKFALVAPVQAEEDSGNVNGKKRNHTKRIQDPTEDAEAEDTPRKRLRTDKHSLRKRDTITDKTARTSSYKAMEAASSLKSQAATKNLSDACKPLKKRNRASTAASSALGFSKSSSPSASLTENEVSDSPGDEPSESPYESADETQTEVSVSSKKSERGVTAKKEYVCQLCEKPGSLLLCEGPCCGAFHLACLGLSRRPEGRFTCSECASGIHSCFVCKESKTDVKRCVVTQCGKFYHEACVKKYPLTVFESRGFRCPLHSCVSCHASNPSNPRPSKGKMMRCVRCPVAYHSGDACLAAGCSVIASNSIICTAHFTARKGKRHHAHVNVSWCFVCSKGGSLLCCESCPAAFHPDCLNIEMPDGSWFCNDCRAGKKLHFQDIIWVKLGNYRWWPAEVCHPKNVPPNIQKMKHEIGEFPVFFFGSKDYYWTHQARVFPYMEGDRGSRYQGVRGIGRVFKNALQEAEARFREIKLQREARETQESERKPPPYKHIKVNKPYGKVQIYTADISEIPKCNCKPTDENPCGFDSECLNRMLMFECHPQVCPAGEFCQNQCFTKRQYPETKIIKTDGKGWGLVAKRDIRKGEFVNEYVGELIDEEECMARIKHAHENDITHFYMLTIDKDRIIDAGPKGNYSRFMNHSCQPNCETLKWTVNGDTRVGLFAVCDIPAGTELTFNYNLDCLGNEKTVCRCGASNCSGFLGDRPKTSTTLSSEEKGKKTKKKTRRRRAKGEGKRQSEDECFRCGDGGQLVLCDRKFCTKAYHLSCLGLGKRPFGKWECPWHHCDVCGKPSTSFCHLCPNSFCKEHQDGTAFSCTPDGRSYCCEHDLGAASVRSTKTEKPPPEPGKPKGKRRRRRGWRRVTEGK
Arrestin-AP2 inh: inhibitors of human beta-arrestin and AP2 interaction; FITC-arrestin peptide / GST-AP2 beads, flow cytometry; AP2 beta2 appendage carries R879A mutation; inhibition, % at 10 µM; 340,000 compounds, 0.31% hits; AID 504490;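 active means inhibition above a set limit, near 3 SD of compounds lacking own fluorescence, cut at about 54% in these data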;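 further: plate controls were DMSO wells for no effect and 5 µM unlabelled arrestin peptide for full effect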
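System: GST-AP2 R879A glutathione beads | Also added: FITC-arrestin peptide, 50 nM | Times: 12 min plus 1 h, RT | Signal: Bead flow cytometry, FITC channel | Buffer or medium: PBS with 0.05% Tween 20 and 0.1% BSA | Read-out basis: Percent drop in bead-associated FITC signal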
Keap1-Nrf2 PPI: Keap1-Nrf2 (human) interaction inhibition | Q14145 | AID 504523 | 340,000 compounds, 0.15% hits | Keap1 Kelch-Nrf2 peptide fluorescence polarization, 1536-well | inhibition, % at 9.4 µM; in the data active means inhibition above about 12%;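 further: human Keap1 Kelch domain with fluorescein labeled Nrf2 9mer peptide probe; 0% = neutral control wells and 100% = peptide positive control; higher means more block of Keap1 binding to Nrf2 peptide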
SR-BI HDL uptake: inhibitors of mouse SR-BI mediated HDL lipid uptake; Q61009; inhibition, % at 12.5 µM; 320,000 compounds, 0.96% hits; ldlA[mSR-BI] CHO cells, DiI-HDL uptake fluorescence, 3 h; AID 488896;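 active means mean replicate inhibition of at least 70% and a set share of replicates each scoring 70 or more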;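 further: 0% = median of neutral control wells and 100% = median of positive control wells; values of inactives mirror those of a sister screen read the other way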
DAGLB inh: blocks human DAGLB lipase activity | Q8NCG7 | HEK293T DAGLB membrane lysate, EnzChek fluorogenic substrate | inhibition, % at 5.17 µM | 340,000 compounds, 0.059% hits; in the data active means inhibition above about 34%;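 further: 0% = enzyme with vehicle and 100% = wells lacking enzyme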
Cardiac RTF inh: cardiac RTF calcium desensitization. AID 493244. 340,000 compounds, 0.12% hits. inhibition, % at 7.15 µM. P19429+P45379. IANBD-labeled cardiac RTF, Ca2+ fluorescence;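 active means inhibition above the mean inhibition of all tested compounds plus 3 SD, cut at about 17% in these data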;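 further: assay run at fixed EC70 calcium of 1.6 mM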
PvdQ inh: P. aeruginosa PvdQ acylase inhibition | inhibition, % at 10 µM | 340,000 compounds, 0.063% hits | purified PvdQ acylase, fluorescence plate reader; in the data active means inhibition above about 30%, passing the limit was not always enough;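 further: 0% = vehicle neutral wells and 100% = reference inhibitor wells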
LANA DNA inh: blocks KSHV LANA C-terminal domain binding to DNA | inhibition, % at 9 µM | MBP-C-LANA/FAM-LBS DNA binding, fluorescence polarization | 340,000 compounds, 0.078% hits;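 active means highest replicate inhibition at or above 60% at 9 µM, even if other replicates fall short; inactive means all replicates below 60% inhibition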;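 further: 0% = neutral control wells and 100% = 4 µM acridine orange control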
SR-BI DiI-HDL act: activators of SR-BI mediated HDL lipid uptake; CHO ldlA[mSR-BI] cells, DiI-HDL uptake fluorescence, 3 h; 100 = double the neutral-control signal; activation, % at 12.5 µM; 320,000 compounds, 0.096% hits;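 active means mean replicate activation of at least 60% and every replicate at or above 60%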;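 further: 0% = median plate neutral-control signal and 100% = twice that signal; values of inactives mirror those of a sister screen read the other way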
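System: LDL receptor-deficient CHO ldlA cells overexpressing murine SR-BI | Timing: 3 h uptake period with compound, 37 °C | Medium: HEPES-buffered (25 mM, pH 7.4) F12 plus 0.5% BSA | Dosing: Single-point compound dose | Signal: Bottom-read fluorescence, 550/595 nm | Read-out: Retained DiI signal reflecting DiI-HDL uptake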
The depositor's hits bear a star; / = no result given. An unsorted share of the library, and some 2.1% of all compounds hit somewhere here.

Below each compound – PKA-R2B activ	NSD2 inh	Arrestin-AP2 inh	Keap1-Nrf2 PPI	SR-BI HDL uptake	DAGLB inh	Cardiac RTF inh	PvdQ inh	LANA DNA inh	SR-BI DiI-HDL act
- CCCCNC(=O)c1[nH]c(C)c(C(C)=O)c1C
→ -10	-1	-2	-2	-18	0	0	-7	2.1	18
- Cc1ccc(-n2c(SCC(=O)N3CCN(c4ccccn4)CC3)nnc2N2CCCC2)cc1
→ 0	3	7	-1	-11	0	-7	-10	1.0	11
- CC1(C)Cc2c(c(=S)nc(-c3ccccc3)n2Cc2cccnc2)CO1
→ 4	-11	-9	-5	7	-1	1	-8	0.3	-7
- Cc1cc(Cl)c(OCCN2C(=O)NC(C)(C)C2=O)c(Br)c1
→ 2	71*	16	7	5	3	-6	-9	1.3	-5
- COC(=O)C1=C(C(=O)OC)[C@@H]2N(C)c3ccc(OC)cc3[C@@]23C[C@@H](C(=O)OC)N(S(=O)(=O)c2ccc(OC)cc2)C3=N1
→ -6	/	6	-6	-14	2	-3	-3	1.8	14
- CC(C)Cn1cnc2c1c(=O)n(CC(=O)NC(=O)NC(C)(C)C)c(=O)n2Cc1ccccc1
→ 5	0	17	7	/	4	5	-4	-1.2	/
- S=C(NCc1ccccc1)NCc1cccc(CNC(=S)NCc2ccccc2)c1
→ 2	-2	-6	-5	11	4	-5	-17	1.3	4
- O=C(Nc1cccc(C(F)(F)F)c1)NC1CCN(S(=O)(=O)c2ccc(F)cc2)CC1
→ 2	-4	2	0	-32	-6	-1	-16	-1.3	32
- COc1ccc(CNC(=O)c2ccccc2NC(=O)C2=CSCCO2)c(OC)c1
→ 4	1	4	-2	48	-3	-8	-9	-1.1	-48
- O=C(O)c1nccnc1C(=O)Nc1ccccc1-c1ccccc1
→ -3	0	14	-3	9	-4	3	15	0.7	-9
- CCc1ccc(NC(=O)Cn2nnc(C(=O)NCc3ccc(OC)cc3)c2N)cc1
→ -10	-11	4	-3	-38	0	-17	-10	0.8	38
- O=C(COC(=O)CC1CC2CCC1C2)Nc1cccc(S(=O)(=O)NC2=NCCCCC2)c1 (centres undefined)
→ 7	0	4	0	4	-4	-5	-21	10	-4
- CCCC(C(=O)O)N1C(=O)/C(=C/c2cccn2C)SC1=S (centres undefined)
→ -9	15	7	-103	-13	2	-40	1	-28	13
- O=C(COc1ccccc1)NCC(c1cccs1)N1CCOCC1 (centres undefined)
→ 4	2	9	-2	2	1	-6	-8	-0.9	-2
- CC1=C(C#N)C(c2cccnc2)C2=C(CC(C)(C)CC2=O)N1 (centres undefined)
→ -1	-2	4	-2	-9	2	-5	-10	-0.2	9
- CCOC(=O)c1cc(C(=O)OCC)c(=O)[nH]c1N1CCCC1
→ -7	0	11	0	-28	0	-17	6	-0.2	28
- CC(C)CCn1cnc2c(cnn2-c2ccc(F)cc2)c1=O
→ -2	-2	47	-3	-17	-4	-2	1	-0.1	17
- Cc1cc2c(SCC(=O)N3CCN(c4ccccc4)CC3)ncnc2s1
→ -1	1	-12	-3	11	-3	-11	-8	-2.3	-11
- COc1ccccc1C1C(C#N)=C(N)Oc2cc(C)n(Cc3ccccn3)c(=O)c21 (centres undefined)
→ -5	-6	21	2	9	-3	4	0	1.7	-9
- O=C1C2C3C=CC(C4CC34)C2C(=O)N1/N=C/c1ccc(-c2ccccc2[N+](=O)[O-])o1 (centres undefined)
→ 2	2	6	2	46	-2	6	4	-0.6	-46
- COc1ccccc1N1CCN(C(=O)CCNC(=O)Cn2ccc3ccccc3c2=O)CC1
→ -6	-3	21	3	17	0	-3	0	-0.4	-17
- CN1c2ccccc2C(C)(C)C12CC(c1ccc(S(=O)(=O)N3CCCCC3)cc1)=NO2 (centres undefined)
→ -18	28	-1	4	29	0	-3	-12	2.6	-29
- CC1CCN(C(=O)Nc2cccc(NC(=O)N3CCC(C)CC3)c2)CC1
→ -4	-1	1	-2	1	0	-5	-16	-0.6	-1
- COc1ccc(CN(C)C(=O)CCC(=O)N2CCN(S(=O)(=O)c3ccc(Cl)cc3)CC2)c(OC)c1
→ -14	0	-5	0	23	0	-4	-18	-1.9	-23
- CCOc1ccc(N(CC(=O)NCCC2=CCCCC2)S(=O)(=O)c2ccccc2)cc1
→ 1	-2	8	-1	-8	-7	0	10	-0.1	8
- CC#CC(=O)N1CCC(CCc2ccccc2)(C(=O)OCC)CC1
→ -4	1	11	0	36	-1	-11	-11	-0.3	-36
- C[C@H](CO)N1C[C@H](C)[C@@H](CN(C)S(=O)(=O)c2ccccc2)Oc2ccc(NC(=O)CCN3CCOCC3)cc2C1=O
→ 5	/	35	-4	-5	-2	2	0	-2.4	5
- CSc1ccccc1NC(=O)C(C)N1C(=O)c2ccccc2S1(=O)=O (centres undefined)
→ 0	/	5	0	-2	-7	-8	-22	-0.3	2
- O=C1c2ccccc2C(=O)N1CC(O)COc1ccc(Br)cc1 (centres undefined)
→ -8	0	-4	4	6	-1	-8	-14	0.3	-6
- Cc1cccc(NC(=O)CNC(=O)COC(=O)CCS(=O)(=O)c2ccccc2)c1C
→ 8	-3	-5	-1	3	2	-1	-15	1.1	-3
- Cc1cc(NC(=O)Cn2ccc([N+](=O)[O-])n2)no1
→ -1	-9	5	0	/	2	3	8	0.2	/
- COc1ccccc1C1=Nc2cccc3cccc(c23)N1
→ -14	-1	23	2	41	13	1	6	-2.6	-41
- COc1ccccc1N=CC1=C(O)CC(c2ccccc2)CC1=O (centres undefined)
→ 0	-1	10	-1	28	-4	4	8	5.8	-27
- CC(=O)NCCSc1ccc(S(=O)(=O)N2CCCC2)cn1
→ 1	-4	3	2	-6	0	-2	-7	-1.1	6
- COc1ccccc1NCCC(=O)OCC(=O)NCc1ccco1
→ 1	2	75*	2	-3	-1	2	-18	-1.1	3
- CCCN(CCC)C(=O)Cn1c(=O)n(CCCCCC(=O)Nc2ccccc2)c(=O)c2sccc21
→ -8	3	4	0	19	-1	-16	-12	0.9	-19
- CCOC(=O)N1CCN(CC(=O)Nc2nnc(C(F)(F)F)s2)CC1
→ -3	0	16	-5	-27	0	0	-14	1.1	27
- O=C(O)c1ccccc1NS(=O)(=O)c1ccc(N/N=C/c2cccc(O)c2O)c([N+](=O)[O-])c1
→ -3	29	10	-1	-20	42*	7	0	4.4	20
- Cc1ccc(/C=N/NC(=O)C(C)NC(=O)c2ccccc2)cc1 (centres undefined)
→ 6	3	39	-1	-23	-2	14	8	-2.8	23
- COc1ccc(-c2cnc3c(-c4ccc(F)cc4)cnn3c2N)cc1
→ 11	0	5	-4	95*	0	-10	-14	0.3	-95
- O=C(NCc1ccccc1)c1cc2nc(C3CC3)cc(C(F)(F)F)n2n1
→ -2	9	2	2	11	-4	-1	-7	-0.6	-11
- CCOc1ncccc1C(=O)OCC(=O)c1ccccc1
→ -6	-2	14	6	-8	0	-4	2	-0.9	8
- COc1ccccc1C(=O)NCc1ccccc1
→ -1	1	6	2	-13	-1	-12	-11	1.4	13
- CCOc1cccc(-c2c(C(=O)N/N=C/c3ccsc3)nnn2-c2nonc2N)c1
→ -5	4	25	-7	12	0	-3	11	-0.2	-12
- CC1=C/C(=C\c2ccc3c(c2)OCO3)C(=O)S1
→ 7	-3	-11	-3	-11	-4	-15	-8	-0.2	11
- O=C(NCC1CCCO1)c1cc2c([nH]c3ccccc32)c(-c2ccc(F)cc2)n1 (centres undefined)
→ -12	/	-1	-2	64	-7	2	-11	-0.1	-64
- O=C(Nc1ccc([N+](=O)[O-])cc1)Nc1ccc2[nH]c(=O)[nH]c2c1
→ 1	0	47	2	-7	3	-6	4	-1.6	7
- O=C1Oc2ccccc2C(=O)/C1=C\N1CCN(c2ccccc2)CC1
→ -5	6	6	-2	-17	0	-4	-5	0.4	17
- O=C(NC1CCCC1)C(c1ccccc1)N(C(=O)c1ccno1)c1ccccc1 (centres undefined)
→ -8	5	4	0	48	0	-12	-9	0.7	-48
- CSC1=NCCN1C(=O)c1c(-c2c(F)cccc2Cl)noc1C
→ 5	0	2	1	-5	-2	0	-13	-0.1	5

Following part
Below each compound – PKA-R2B activ	NSD2 inh	Arrestin-AP2 inh	Keap1-Nrf2 PPI	SR-BI HDL uptake	DAGLB inh	Cardiac RTF inh	PvdQ inh	LANA DNA inh	SR-BI DiI-HDL act
- COc1ccc(C)cc1S(=O)(=O)N(CC(=O)N1CCOCC1)c1cc(C)cc(C)c1
→ 0	0	-2	2	0	1	-3	-17	1.0	0
- Cc1ccc(CNC(=O)C(Cc2ccccc2)NS(=O)(=O)c2ccc3c(c2)CCC(=O)N3)cc1 (centres undefined)
→ -5	/	4	-5	6	-1	-6	-15	-0.1	-6
- COc1ccc(NC(=O)CNc2cc(S(=O)(=O)N3CCOCC3)ccc2NCC2CCCO2)cc1 (centres undefined)
→ 4	2	-7	-8	/	2	6	1	-0.5	/
- COc1cc2c(cc1OC)[C@@H](NC(=O)C(C)C)[C@H](O)C2
→ -9	/	9	-3	-11	0	-2	-2	1.0	11
- COc1ccc(Cl)cc1C(=O)NNC(=O)CN1C(=O)C2CC=CCC2C1=O (centres undefined)
→ -2	-2	2	-6	-8	1	-1	-13	0.4	8
- CCOC(=O)c1ccc(NC(=O)N(CC)CC)cc1
→ 2	-2	-1	-3	-5	-2	2	-9	-0.5	5
- Cc1ccc(Nc2nc(N)nc(CN3CCN(Cc4ccc5c(c4)OCO5)CC3)n2)c(C)c1
→ 13	2	4	-4	-18	1	-7	-13	-1.8	18
- COc1ccccc1CC(NC(C)=O)C(=O)NC1CCN(c2nnnn2-c2ccccc2)CC1 (centres undefined)
→ -2	/	8	3	-1	1	-10	3	-1.6	1
- O=S(=O)(Nc1cccc(-n2cnnn2)c1)c1cccc(Cl)c1
→ -6	3	4	5	1	0	-1	-2	-1.0	-1
- O=C(Cc1cccc2ccccc12)Nc1ccccc1Br
→ 6	-1	6	3	-8	-6	-5	-1	1.4	8
- CSc1ncc(-c2ccccc2)cn1
→ 8	0	37	2	-7	-4	-6	1	0.4	7
- CCC1CCC2(CC1)NC(=O)N(CC(=O)Nc1ccc(OC)cc1)C2=O (centres undefined)
→ -8	5	26	-6	-9	1	3	1	0.6	9
- CCn1c(SCC(=O)c2ccc3c(c2)Cc2ccccc2-3)nnc1-c1ccc(N)cc1
→ -18	-3	-10	0	77*	11	0	4	-1.4	-77
- Cc1ccc(C)c(SCC(=O)NCC(c2ccco2)N2CCCCC2)c1 (centres undefined)
→ -7	2	-2	-3	2	-4	-4	-18	-0.8	-2
- CN1C(=O)C(C)(C)c2cc(S(=O)(=O)N3CCN(c4ccccc4)CC3)ccc21
→ 0	/	18	-1	4	2	-6	0	1.4	-4
- O=C(CSc1ccc(-c2ccccc2)nn1)NCc1ccco1
→ 9	0	1	-1	-18	-1	-16	-11	0.7	18
